SSB-PriA inh – inhibitors of Klebsiella pneumoniae PriA binding to SSB C-terminal tail, primary screen, biochemical, AlphaScreen; inhibition, % at 33 µM; 0.6% of 430,000 active; AlphaScreen SSBct-PriA binding, biotinylated peptide; PriA–SSB C-terminal tail interaction (Klebsiella pneumoniae); in the data active = inhibition mostly above about 37%, no sharp cut-off; inactive = mostly below about 20%;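 also: plate controls were negative control peptide for no effect and reference peptide for full effect; strong numbers were not always called active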
* = called active by the depositor; & = joins results of further samples. An excerpt (hit frequency here may not be typical).

SMILES	SSB-PriA inh
Cc1cc(C)c(S(=O)(=O)NCc2ccccc2)cc1N(C)S(=O)(=O)c1ccc(Cl)cc1	1
Cc1ccc(NCC(=O)NN=Cc2cc(O)ccc2[N+](=O)[O-])cc1	-1
O=C(NN=C/C=C/c1ccco1)c1cccs1	1
C/C(=N\Nc1ccc([N+](=O)[O-])cc1[N+](=O)[O-])C1=C(O)c2ccccc2C1=O	20
Cc1cc(OCC(=O)Nc2cccc(Cl)c2C)nc(N2CCC[C@H](C)C2)n1	-12
CCOc1ccc(S(=O)(=O)N(CC(=O)NN=Cc2cccs2)c2ccc(C)cc2)cc1	-9
C=CCOc1ccc(C(=O)N(Cc2cccc(Cl)c2)C2CCS(=O)(=O)C2)cc1 (stereo not drawn)	-8&9
Cn1c(CCNC(=O)c2cn[nH]n2)nc2ccccc21	-10
O=C(Nc1ccc(Cl)c(Cl)c1)N1CCC(Oc2cccnn2)CC1	-19
Nc1c2c(nn1-c1ccccc1)CNCC2	0
Cc1ccc(C(=O)Cn2c(Cl)nc3c2c(=O)n(C)c(=O)n3C)cc1	-1
O=C(Nc1cnn([C@H]2CCOC2)c1)c1cccc(Cl)c1	-13
O=C(/C=C/c1cccc([N+](=O)[O-])c1)Nc1ccc(-c2nc3ccccc3o2)cc1	-9
CC(C)(C)OC(=O)N1CCc2nc(NC(=O)c3ccsc3)sc2C1	-13
CCOC(=O)c1oc2cc(O)ccc2c(=O)c1-c1nc2ccccc2s1	6
Cc1ccc2nc(COc3ccc4ccccc4c3)[nH]c2c1	-4
O=C(NCC(O)(c1cccs1)C1CC1)Nc1ccccc1Cl (stereo not drawn)	-1
Nc1nsnc1N	-12
O=C(CCc1ccccc1Br)NC[C@H](O)c1ccc(C(F)(F)F)cc1	-16
O=C(c1ccccc1)c1ccc(CNC(=O)c2ccccc2Br)s1	-5

4 compounds drawn at random from those above, as already listed:
SMILES	SSB-PriA inh
Nc1nsnc1N	-12
CC(C)(C)OC(=O)N1CCc2nc(NC(=O)c3ccsc3)sc2C1	-13
O=C(CCc1ccccc1Br)NC[C@H](O)c1ccc(C(F)(F)F)cc1	-16
O=C(NN=C/C=C/c1ccco1)c1cccs1	1

The list continues.
SMILES	SSB-PriA inh
O=C(CN(Cc1ccccc1)S(=O)(=O)c1ccccc1)NN=Cc1ccccc1C(=O)O	-5
O=C1CCc2cc(S(=O)(=O)Nc3ccccc3C(F)(F)F)cc3c2N1CCC3	-10
Cn1cc(S(=O)(=O)N2CCCN(C(=O)C3(c4ccccc4)CCOCC3)CC2)cn1	-23
Cc1nc(-c2ccc(N3CCN(C(=O)C4CCC(=O)N4)CC3)nc2)no1 (stereo not drawn)	3
O=C(c1cccs1)N1N=C(c2ccccc2)C[C@H]1c1ccc2nccnc2c1	-1
CCN1CCOc2ccc(NS(=O)(=O)Cc3ccc(F)cc3)cc2C1=O	-23
CCOc1cc(-c2nc3c(C)cccn3c2NC[C@H]2CCCO2)ccc1O	3
COc1cccc(C=NNC(=O)c2csc(-n3nc(C)cc3C(F)(F)F)n2)c1	-14
COc1cccc2sc(=NC(=O)C3CCCN3S(=O)(=O)c3ccc(C)cc3)n(C)c12 (stereo not drawn)	-4
Cc1[nH]c2ccccc2c1C=NNC(=O)CCC(=O)Nc1ccccc1	-13
COCCn1c(C(=O)NCC(=O)c2ccccc2)cc2c(=O)n(C)c(=O)n(C)c21	-6
COc1ccc(Cl)cc1NC(=O)NCC(OC)c1ccco1 (stereo not drawn)	-9
O=C(CCn1cnc2ccccc2c1=O)Nc1cc(-n2ccc3ccccc32)ncn1	7
COCCn1c(=NC(=O)c2cccs2)sc2cc([N+](=O)[O-])ccc21	1
CC(C)OC(=O)CCC(N)c1cccnc1 (stereo not drawn) (tested in a mixture with another compound)	8
CC(=O)N1N=C(c2ccc3c(c2)OCO3)CC1c1cccc2nccnc12 (stereo not drawn)	-31
COc1cccc(CNC(=O)CC2CSc3nc4c(c(=O)n32)CCCC4)c1 (stereo not drawn)	2
CSc1ccc([C@@H](O)CNS(=O)(=O)c2ccc(NC(=O)C(C)C)cc2)cc1	10
O=C(Cc1cccs1)NCCn1ncc2c(N3CCN(c4ncccn4)CC3)ncnc21	-2
Cc1ccc(NC(=O)CSc2ccc3nnc(-c4cccs4)n3n2)cc1Cl	-14
Cc1ccccc1SCC(=O)NN=Cc1ccc(F)cc1	-5
O=C(CCS(=O)(=O)c1ccccc1)Nc1nnc(-c2ccc(Br)s2)o1	-2
O=S(=O)(Cc1ccc(F)cc1)NCc1ccsc1	-5
O=C(CSc1ccncc1)NC1CCN(c2ccccn2)C1 (stereo not drawn)	-1
Cc1nnc(NCCO)[nH]c1=O	-18
Nc1nc(SCc2ccccc2)[nH]c(=O)c1NC(=O)c1ccccc1	0
COc1ccc(NC(=O)Cn2nc(C)c(Br)c2C)cc1	-4
O=S(=O)(Cc1ccccc1)NCCCN1CCN(c2ccccc2)CC1	-18
COc1ccc(NC(=O)NCC(c2ccc3c(c2)CCN3C)N2CCOCC2)cc1OC (stereo not drawn)	-4
Cc1nc(-c2ccccn2)cc2nn(CC(=O)Nc3ccc(Cl)cc3)c(=O)n12	0
O=S(=O)(c1cccs1)N1CCC2(CCc3ccccc3O2)CC1	7
COc1ccc(C)cc1S(=O)(=O)Nc1ccc2c(c1)N(S(=O)(=O)c1cccs1)CCC2	-20
N#CCP(=O)(c1ccccc1)c1ccccc1	-14
O=C(NCCN1CCN(c2ccc(F)cc2)CC1)C(=O)NCc1cccs1	-10
Cn1nc(CNC(=O)C2c3ccccc3Oc3ccccc32)c2c1CCOC2	1
O=C(NN=Cc1ccc(-c2cccc([N+](=O)[O-])c2)o1)c1cccs1	-5
CCc1ccc(C(C)=NNc2cc(Cl)nc(C)n2)cc1	-11
COc1cccc(-n2nnc(-c3nc(-c4ccc(OC)c(OC)c4)no3)c2C)c1	8
CCOc1ccc(-c2csc(-n3nc(C)cc3NC(=O)c3ccco3)n2)cc1	1
Cc1cc(C(=O)Nc2ccc(S(C)(=O)=O)cc2)no1	-1
COc1cccc(S(=O)(=O)NCCc2ccc(OC)c(OC)c2)c1	-10
Cc1ccnc(Nc2ccc(NCCNC(=O)COc3ccccc3)nn2)c1	19
O=Cc1ccc(OCc2ccc(Cl)cc2)cc1	-150
Cc1cc(N2CCN(C)CC2)nc(SCC2COc3ccccc3O2)n1 (stereo not drawn)	-5
CCOc1ccccc1C(=O)NNC(=O)c1ccc(=O)n(Cc2ccc(Cl)cc2)c1	0
COC(=O)c1ccc(C(=O)NCCn2nc(-c3cccs3)cc2C2CC2)cc1	8
Cc1cc2nnc(SCC(=O)Nc3cc(Cl)ccc3Cl)n2c2ccccc12	-14
COc1ccc2cc(C(=O)N3CCC[C@H](Cc4nc(-c5ccccc5F)no4)C3)[nH]c2c1	-11
CN(C)C=Nc1ncn(-c2ncc(C(F)(F)F)cc2Cl)n1	-1
Oc1c(C=C2N=c3ccccc3=N2)sc(=S)n1N1CCOCC1	7
Cc1noc(C)c1S(=O)(=O)NCCn1ncc2c(NCc3ccc(F)cc3)ncnc21	-13
O=S(=O)(c1cnccc1N1CCN(N=Cc2ccc(Cl)cc2)CC1)N1CCCCC1	-18
O=S(=O)(Cc1ccc(C(F)(F)F)cc1)NCC1CCN(S(=O)(=O)C2CC2)CC1	-16
CCSc1ccccc1C(=O)Nc1ccccc1-c1cn2cccc(C)c2n1	-1
CNc1nn(CC(=O)N2CCN(c3ccccc3OC)CC2)c(N)c1-c1nc(-c2ccccc2)no1	5
CSc1nc2ccc3nc(N)sc3c2s1	-4
Cc1ccc(C)c(S(=O)(=O)N2C(=S)NC(=O)C2C)c1 (stereo not drawn)	3
COc1ccc(C(=O)N(c2cccc(Cl)c2)[C@@H]2C=CS(=O)(=O)C2)c(OC)c1	-13
COC(=O)c1ccccc1C(=O)N1CCc2ncncc2C1	2
O=C(Nc1ccc(F)cc1)Nc1cccc(-c2cn3ccccc3n2)c1	2
Later entries:
SMILES	SSB-PriA inh
CCOc1ccc(NC(=O)c2oc3ccccc3c2NC(=O)CC2CCCC2)cc1	-17
Oc1ccccc1C=Nc1c(-c2ccco2)nc2ccccn12	7
CCOC(=O)N1CCC(NC(=O)c2csc(Nc3ccccc3)n2)CC1	-6&0
COc1ccc2c(c1)CCCC2(O)CNS(=O)(=O)c1ccc(N2C(=O)CCC2=O)cc1 (stereo not drawn)	-9
CC(C)Oc1ccc(NC(=O)c2ccccc2Br)cc1	-9
COC(CNC(=O)c1cnoc1C)c1ccc(Cl)s1 (stereo not drawn)	-5
CC1(C)Oc2[nH]c(=O)[nH]c(=O)c2C2c3ccccc3OCC21 (stereo not drawn)	3
Cc1nc2scc(C)n2c(=O)c1NC(=O)Cc1ccccc1	-3
Cc1ccc(OCC(=O)OCCOc2ccc([N+](=O)[O-])cc2)cc1	3
CC(C)NC[C@H](O)COc1ccccc1C(C)(C)C	-20
C=C(C)CSc1nc(C)cc(=O)[nH]1	-13
CCN1CCN(S(=O)(=O)CCNC(=O)COc2ccc(OC)cc2)CC1	7
Cc1noc(C)c1S(=O)(=O)N1CCN(C(=O)c2cnn3ccccc23)CC1	16
Cn1cccc1[C@@H](O)CNC(=O)C(=O)Nc1ccc2c(c1)OCCO2	-4
COc1ccc2nc(-c3ccc(F)c(NC(=O)Cc4ccc(Cl)cc4)c3)cn2n1	-2
COc1cc(C2C(=C(O)c3ccccc3)C(=O)C(=O)N2c2ccccn2)ccc1O (stereo not drawn)	-7
CCOc1ccc2ccccc2c1C(=O)N1CCC(c2nnc(-c3ccco3)s2)CC1	1
COc1ncc(NC(=O)CNC(=O)c2ccccc2)cn1	-14
O=C(c1cccc(NS(=O)(=O)c2cccc(F)c2)c1)N1CCOCC1	4
O=C(NN=Cc1ccc(O)c(O)c1)c1cccc(S(=O)(=O)N2CCCC2)c1	5
O=C(N/N=C\c1cccc2ccccc12)c1cc(-c2ccc(F)cc2)n[nH]1	11
Cc1c(C(=O)Nc2cccc(F)c2)nnn1-c1ccc2coc(-c3ccccc3)c2c1	-7
CC(=NNC(=S)Nc1ccccc1C)C1Cc2ccccc2C(=O)O1 (stereo not drawn)	14
Cc1cc(C)c(C#N)c(SCC(=O)Nc2cccc3cccnc23)n1	-1
CCOc1ccc(NC(=O)C2CCN(c3ccc(S(=O)(=O)c4ccc(C)cc4)nn3)CC2)cc1	-14&-12
Cc1cc(-c2nnc(NC(=O)C3CCN(S(=O)(=O)c4cccs4)CC3)o2)n(C)n1	-14
O=S(=O)(NCCOc1ccc2nnc(-c3ccccc3)n2n1)c1ccc2ccccc2c1	-1
CCOC(=O)c1nn(-c2cccc(Br)c2)c(=O)cc1OC	4
Cc1ccccc1OCC(=O)Nc1nnc(Cc2ccc(F)cc2)o1	9
CCOc1cc(/C=C2\SC(=O)NC2=N)ccc1O	-4
CCc1cnc2c(c1OC)c(=O)n(Cc1ccccn1)c(=O)n2C	-13
CONC=C(C=Nc1ccc(F)cc1)c1ncc(C(F)(F)F)cc1Cl	0
CC(C)(C)C(=O)NCCOc1ccc2nnc(-c3ccccc3Cl)n2n1	-17
CCOC(=O)C(=NNc1cccc(C(F)(F)F)c1)N1CCOCC1	-2
COC(=O)COc1ccc(C=NNS(=O)(=O)c2ccccc2)cc1	-1
Cc1cc(C)nc(SCCS(=O)c2ccc(C(C)(C)C)cc2)n1 (stereo not drawn)	-17
CCC(C)NC(=O)c1ccc2nccnc2c1 (stereo not drawn)	3
Cc1ccc(NS(=O)(=O)c2ccc3c(c2)OCCO3)cc1N1CCCCC1=O	-3
CSc1ncccc1C(=O)NCC1CCN(S(=O)(=O)c2cccnc2)CC1	-3
O=C(Nc1nc(-c2ccccn2)cs1)c1ccc(N2CCOCC2)c([N+](=O)[O-])c1	92*
CCc1c(C)nc(SCC(=O)N2CCCC2)[nH]c1=O	-4
COc1ccc(C(C)=NNC(=O)CNC(=O)c2ccncc2)c(OC)c1	-3
O=C(NCCCS(=O)(=O)N1CCN(c2ccccn2)CC1)c1ccc(F)c(F)c1	-12
COc1ccc(CCC(=O)NCC(c2cccs2)N2CCOCC2)cc1 (stereo not drawn)	-12
COC(=O)c1ccc(Cn2nc(C3CC3)c3cnn(-c4ccccc4C)c3c2=O)cc1	-2

Among those listed so far, these have a thiophene ring, fused or not.
SMILES	SSB-PriA inh
O=C(NN=C/C=C/c1ccco1)c1cccs1	1
CCOc1ccc(S(=O)(=O)N(CC(=O)NN=Cc2cccs2)c2ccc(C)cc2)cc1	-9
CC(C)(C)OC(=O)N1CCc2nc(NC(=O)c3ccsc3)sc2C1	-13
O=C(NCC(O)(c1cccs1)C1CC1)Nc1ccccc1Cl (stereo not drawn)	-1
O=C(c1ccccc1)c1ccc(CNC(=O)c2ccccc2Br)s1	-5
O=C(c1cccs1)N1N=C(c2ccccc2)C[C@H]1c1ccc2nccnc2c1	-1
COCCn1c(=NC(=O)c2cccs2)sc2cc([N+](=O)[O-])ccc21	1
O=C(Cc1cccs1)NCCn1ncc2c(N3CCN(c4ncccn4)CC3)ncnc21	-2
Cc1ccc(NC(=O)CSc2ccc3nnc(-c4cccs4)n3n2)cc1Cl	-14
O=C(CCS(=O)(=O)c1ccccc1)Nc1nnc(-c2ccc(Br)s2)o1	-2
O=S(=O)(Cc1ccc(F)cc1)NCc1ccsc1	-5
O=S(=O)(c1cccs1)N1CCC2(CCc3ccccc3O2)CC1	7
COc1ccc(C)cc1S(=O)(=O)Nc1ccc2c(c1)N(S(=O)(=O)c1cccs1)CCC2	-20
O=C(NCCN1CCN(c2ccc(F)cc2)CC1)C(=O)NCc1cccs1	-10
O=C(NN=Cc1ccc(-c2cccc([N+](=O)[O-])c2)o1)c1cccs1	-5
COC(=O)c1ccc(C(=O)NCCn2nc(-c3cccs3)cc2C2CC2)cc1	8
COC(CNC(=O)c1cnoc1C)c1ccc(Cl)s1 (stereo not drawn)	-5
Cc1cc(-c2nnc(NC(=O)C3CCN(S(=O)(=O)c4cccs4)CC3)o2)n(C)n1	-14
COc1ccc(CCC(=O)NCC(c2cccs2)N2CCOCC2)cc1 (stereo not drawn)	-12

Compound activity: PubChem, Small Molecule Screening Facility, UW Madison
